STAT1 blocker: STAT1 signaling inhibitors, primary screen, cell-based, HTS, luciferase reporter | NIH 3T3 STAT1-luciferase reporter, IFN-gamma, luminescence | inhibition, % at 5.5 µM | 200,000 compounds, 0.35% hits;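 active means inhibition above a set limit, the mean inhibition across all tested compounds plus 3 SD, cut at about 34% in these data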;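 further: 0% = IFN-gamma with DMSO and 100% = IFN-gamma with 300 µM nifuroxazide; values of inactives mirror those of a sister screen read the other way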
FLuc inhib CS: firefly luciferase enzyme inhibitors, primary screen, artefact control for luciferase-based inhibitor screens, biochemical, luminescence, ATPLite. Luciferin 4-monooxygenase (Photinus pyralis), P08659. 10 min. inhibition, % at 10 µM. 200,000 compounds, 1.5% hits. AID 1006, 2008;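 active means inhibition above about 50% when tested at 10 µM, limit read from the data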
Target sequence (P08659 whole entry, looked up): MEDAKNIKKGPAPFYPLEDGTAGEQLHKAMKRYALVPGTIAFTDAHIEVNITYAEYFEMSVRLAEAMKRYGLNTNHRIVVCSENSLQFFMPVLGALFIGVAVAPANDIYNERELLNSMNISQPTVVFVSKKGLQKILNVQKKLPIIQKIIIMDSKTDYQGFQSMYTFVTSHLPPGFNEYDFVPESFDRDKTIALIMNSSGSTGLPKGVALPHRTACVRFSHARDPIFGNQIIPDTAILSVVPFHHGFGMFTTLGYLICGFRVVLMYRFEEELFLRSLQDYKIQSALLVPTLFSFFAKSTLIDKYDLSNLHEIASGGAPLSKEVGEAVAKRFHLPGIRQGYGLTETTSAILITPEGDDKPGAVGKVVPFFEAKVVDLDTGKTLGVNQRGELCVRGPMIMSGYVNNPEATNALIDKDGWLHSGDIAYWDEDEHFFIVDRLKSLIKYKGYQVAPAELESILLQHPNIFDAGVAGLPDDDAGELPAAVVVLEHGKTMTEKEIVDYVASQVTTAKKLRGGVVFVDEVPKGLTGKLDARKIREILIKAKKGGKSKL
STAT1 act: STAT1 signaling activators, primary screen, cell-based, HTS, luciferase reporter; AID 932, 2007; activation (% of control), % at 5.5 µM; NIH 3T3 STAT1-luciferase reporter, IFN-gamma, luminescence; 100% = IFN-gamma alone, no compound; 200,000 compounds, 2.6% hits;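 active means activation above the screen-wide mean activation plus 3 SD, cut at about 130% in these data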;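 further: raw ratio to IFN-gamma control signal so 100% means no change and 0% no light; values of inactives mirror those of a sister screen read the other way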
NF-kB neuron act: activators of NF-kB expression in neurons, primary screen, cell-based, HTS; human neuronal cells, NF-kB reporter expression; active compounds read high; fold change at 12.5 µM; 190,000 compounds, 1.6% hits; in the data active means fold change above about 3.3
STAT3 activator: IL-6 driven STAT3 reporter potentiators, primary screen, U3A cells, luciferase, luminescence, MLSCN library. 190,000 compounds, 0.91% hits. IL-6 STAT3-luciferase reporter; 100% = signal with IL-6 EC80 alone. activation (% of control), % at 5.6 µM. AID 871, 2007;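 active means activation above the screen-wide mean of compound activation plus 3 SD, cut at about 130% in these data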;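 further: 0% = background luminescence of wells with medium and substrate only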
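Material: STAT3-luciferase reporter U3A cells; Probe or stimulus: IL-6 (33 ng/mL); Incubation: compound pre-incubation 1 h before IL-6, then 6 h stimulation at 37 °C; Technique: luminescence from STAT3-driven luciferase reporter; Evaluation: % activation versus median of IL-6-stimulated wells; Controls: IL-6-only high control.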
APP 5'UTR act: activators of APP 5'UTR luciferase reporter, primary screen, SH-SY5Y cells; 190,000 compounds, 1% hits; SH-SY5Y APP 5'UTR luciferase reporter, luminescence; zero percent = DMSO vehicle wells; activation, % at 2 µM;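 active means activation above a set limit, based on mean plus 3 SD of controls, cut at about 140% in these data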; further: values of inactives mirror those of a sister screen read the other way
FLuc act counter: FLuc activators, initial screening, artefact control for FLuc-dependent activation tests, biochemical, ATPlite luminescence; Luciferin 4-monooxygenase (Photinus pyralis), P08659; ATPlite luciferase biochemical, 10 min; 0 = ATP-free wells, 1 = DMSO control; activation factor at 10 µM; 200,000 tested, under 10 active; AID 1027, 2008;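 active means luciferase activation factor, scaled between plate controls, of at least 2 with compound at 10 µM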
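Material: luciferase plus luciferin reagent, cell-free. Medium: PBS buffer for ATP. Also added: ATP substrate, dispensed from a 10.24 µM working solution in PBS. Doses: test compounds dosed from 2 mM stocks in 100% DMSO. Incubation: 10 min post-reagent at room temperature. Technique: light output (luminescence). Read-out basis: luminescence gain marking luciferase activators.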
ROMK mod: ROMK potassium channel modulators, primary screen, cell-based, thallium flux, MLSMR library; ATP-sensitive inward rectifier potassium channel 1 (Homo sapiens), P48048; Tet-inducible ROMK, thallium flux fluorescence; actives lie on both sides; B-score at 10 µM; 130,000 compounds, 2% hits; AID 1918, 2009;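 active means signal ratio slope over the read window, or its plate-corrected B-score, at least 3 SD from the plate mean, either direction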;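 further: B-score of the F/F0 ratio slope over 7 to 12 s after thallium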
Target sequence (P48048 whole entry, looked up): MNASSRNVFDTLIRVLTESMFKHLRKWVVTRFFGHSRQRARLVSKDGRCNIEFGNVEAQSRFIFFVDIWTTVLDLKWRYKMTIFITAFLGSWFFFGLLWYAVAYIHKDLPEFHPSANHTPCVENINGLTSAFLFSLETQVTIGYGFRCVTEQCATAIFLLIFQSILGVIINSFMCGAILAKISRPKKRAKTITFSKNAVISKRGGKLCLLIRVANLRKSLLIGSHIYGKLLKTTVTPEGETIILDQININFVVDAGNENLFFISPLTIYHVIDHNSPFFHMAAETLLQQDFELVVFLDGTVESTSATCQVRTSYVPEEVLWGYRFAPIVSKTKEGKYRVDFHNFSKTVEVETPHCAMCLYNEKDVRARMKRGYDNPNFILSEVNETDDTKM
APP transl inh: inhibitors of APP translation via 5'UTR reporter, primary screen, APP 5'UTR luciferase, SH-SY5Y cells; SH-SY5Y APP 5'UTR-luciferase reporter, luminescence; inhibition, % at 2 µM; 190,000 compounds, 0.82% hits; AID 1285, 2008;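 active means inhibition above a set limit, derived from the sample mean plus 3 SD, cut at about 45% in these data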; further: values of inactives mirror those of a sister screen read the other way
STAT3 inh: IL-6 driven STAT3 reporter inhibitors, primary screen, U3A cells, luciferase, luminescence, MLSCN library. AID 862, 2007. 190,000 compounds, 0.89% hits. inhibition, % at 5.5 µM. IL-6 STAT3-luciferase reporter; host cell line lacks STAT1;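 active means inhibition above the mean inhibition across all screened compounds plus 3 SD, cut at about 44% in these data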;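 further: 0% = DMSO only wells and 100% = 100 µM nifuroxazide control wells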
Numbers without * were called inactive; nt = not tested or not shown.

SMILES	STAT1 blocker	FLuc inhib CS	STAT1 act	NF-kB neuron act	STAT3 activator	APP 5'UTR act	FLuc act counter	ROMK mod	APP transl inh	STAT3 inh
CS(=O)(=O)N1CCN(CC(=O)NC2CCCCC2)CC1	0	-2	98	1	102	17	1	-0.44	-17	3
COc1cc(CNc2ccc(CNc3ncn[nH]3)cc2)ccc1OCC(=O)NC(C)(C)C	7	-9	94	0.37	102	-2	1.1	0.15	2	7
N#CCC(CNc1ncc(C(F)(F)F)cc1Cl)OC(=O)c1ccc(Cl)cc1 (configuration not stated)	0	-5	100	0.76	108	11	1	nt	-11	0
CC(C(=O)OCC(=O)c1c(N)n(C)c(=O)n(C)c1=O)N1C(=O)c2ccccc2C1=O (configuration not stated)	3	-6	97	1	90	2	1.1	0.51	-2	13
Cc1cc(C)cc(NC(=O)c2cc(=O)c3ccccc3o2)c1	1	-1	99	0.93	78	0	1	0.39	0	29
COc1ccc(C2c3[nH]c4ccccc4c3CCN2Cc2cccn2-c2ncccn2)cc1C (configuration not stated)	-1	-3	99	0.89	136*	-12	1	-0.67	12	-38
COc1ccc(CCNC(=O)/C=C/C(=O)O)cc1	-1	3	100	1.3	97	-3	1	-0.96	3	4
CCCNC(=S)Nc1ccc(S(N)(=O)=O)cc1	-8	-5	107	1.2	101	3	1.1	-0.15	-3	11
COc1ccc(N2CCN(S(=O)(=O)c3cccc(C(F)(F)F)c3)CC2)cc1	-6	-3	106	1.1	95	-6	1	nt	6	11
COc1ccc(NS(=O)(=O)c2cc(NC(=O)c3nn(C)c(=O)c4ccccc34)ccc2OC)cc1	24	-4	77	1.1	80	19	1	-0.61	-19	30
CCC(=O)Nc1ccc(C(=O)OCC(=O)c2ccc(C)c([N+](=O)[O-])c2)cc1	-1	-1	100	0.86	99	10	1	nt	-10	2
CCc1cc(-c2n[nH]c(C)c2-c2nc3ccccc3n2C)c(O)c(CN2CCN(C)CC2)c1O	1	-4	99	0.93	106	1	1	nt	-1	-2
C=CCN(CC(=O)O)S(=O)(=O)c1ccccc1C(F)(F)F	-10	-6	108	1.4	101	-10	1.1	-0.63	10	1
O=C(Oc1ccc(NC2=NS(=O)(=O)c3ccccc32)cc1)c1cccnc1	3	1	97	1.1	97	-20	1	-0.059	20	11
CC(C)NCCOCCOc1ccc(Cl)cc1Br	-1	-8	101	0.84	106	-10	1.1	-1.9	10	3
C[C@@H]1NC(=O)c2cc([N+](=O)[O-])cc(I)c2NCC[C@@H](C(N)=O)NC(=O)[C@H](CC(N)=O)NC1=O	3	0	97	1.1	96	17	1	-0.32	-17	2
Cc1nc2ncnn2c(N2CCN(C(c3ccccc3)c3ccccc3)CC2)c1C	-8	-4	107	2.2	94	-2	1	1	2	15
N#Cc1ccc(CSc2nnc(NC(=O)C3CCCO3)s2)cc1 (configuration not stated)	6	-5	95	1.1	97	-6	1.1	nt	6	13
Cc1ccc(Cn2cnc3ccccc32)cc1C	6	-3	94	1.1	92	-8	1	nt	8	12
CCCCCCCCCCNC(=O)CCn1[nH]c(=O)c2ccccc2c1=O	-3	nt	106	nt	105	-2	nt	0.1	2	-2

Of the compounds above, 2 have two or more sulfur atoms:
SMILES	STAT1 blocker	FLuc inhib CS	STAT1 act	NF-kB neuron act	STAT3 activator	APP 5'UTR act	FLuc act counter	ROMK mod	APP transl inh	STAT3 inh
CCCNC(=S)Nc1ccc(S(N)(=O)=O)cc1	-8	-5	107	1.2	101	3	1.1	-0.15	-3	11
N#Cc1ccc(CSc2nnc(NC(=O)C3CCCO3)s2)cc1 (configuration not stated)	6	-5	95	1.1	97	-6	1.1	nt	6	13

(more compounds)
SMILES	STAT1 blocker	FLuc inhib CS	STAT1 act	NF-kB neuron act	STAT3 activator	APP 5'UTR act	FLuc act counter	ROMK mod	APP transl inh	STAT3 inh
CSc1cccc(NC(=O)CN(C2CCCCC2)S(C)(=O)=O)c1	-3	-6	102	1.1	95	-3	1.1	nt	3	7
CCOC(=O)CN1C(=O)C(O)(CC(=O)c2ccccn2)c2ccccc21 (configuration not stated)	-11	-1	110	0.95	96	-1	1	nt	1	13
COc1cc2c(cc1OC)C1=C(C#N)COCN1CC2	-3	-4	102	0.96	105	10	1	nt	-10	0
COc1ccc(NS(=O)(=O)c2ccc(S(=O)(=O)N3CCCC3)cc2)cc1	8	-5	92	1.2	90	6	1	-1.4	-6	16
O=C(COc1ccc(Cl)cc1)N1CCN(c2ccc([N+](=O)[O-])c(N3CCCCC3)c2)CC1	-1	-3	102	0.94	109	29	1	nt	-30	0
O=C(Nc1nc2ccccc2n1Cc1ccccc1)c1ccc(COc2ccccc2[N+](=O)[O-])o1	4	-4	95	1.1	91	17	1	nt	-16	19
COc1ccc(C(=O)NNC2=Nc3cccc4cccc2c34)cc1	-11	-2	109	1.4	94	1	1	-0.3	-1	9
CN(C(=O)CCl)C1CCCc2ccccc21 (configuration not stated)	31	-6	70	1	114	-16	1.1	-1.5	16	-16
COC(=O)c1ccc(NC(=O)c2ccccc2NS(=O)(=O)c2ccccc2)cc1	13	2	88	0.39	91	12	1	nt	-12	22
CCOc1ccc(CN(C(=O)c2oc3cc(C)ccc3c2C)C2CCS(=O)(=O)C2)cc1 (configuration not stated)	-3	0	102	0.83	109	-1	1	-0.72	1	-4
CCCOC(=S)NC(=O)c1sc2ccccc2c1Cl	-2	0	102	1	99	-8	1	nt	8	1
CN(C)c1cc(O)c(C(=S)Nc2ccccc2)c(N(C)C)c1	-8	2	107	0.96	146*	19	1	-3.3*	-20	-48
Cc1ccn2c(Nc3ccccc3C)c(-c3ccncc3)nc2c1	-1	-2	103	0.97	103	2	1	-0.56	-2	-6
CCOc1ccc(C(=O)NCC(=O)Nc2ccc(N3CCOCC3)cc2)cc1OCC	-10	20	109	1.4	98	20	0.8	0.98	-20	5
O=C(CCOc1ccccc1)Nc1ccc(S(=O)(=O)N2CCCC2)cc1	-6	0	106	0.65	97	-1	1	nt	1	14
O=C(Nc1ccc(S(=O)(=O)N2CCc3ccccc3C2)cc1)c1ccccc1	-2	-4	102	0.89	84	-9	1	nt	9	20
O=C(NCc1ccccc1)C1CCN(S(=O)(=O)N2CCOCC2)CC1	-3	-9	103	0.98	100	-7	1.1	-0.14	8	3
C=C(C)COc1ccc(-c2[nH]ncc2-c2ccccc2OC)c(O)c1	0	-2	100	0.95	100	7	1	0.47	-7	8
CS(=O)(=O)N(CC(=O)NCC1CCCO1)c1cc(Cl)cc(Cl)c1 (configuration not stated)	-1	-6	101	1.1	101	17	1.1	0.5	-17	2
Nc1nnc(SCC(=O)Nc2cc(S(=O)(=O)N3CCOCC3)ccc2Cl)s1	3	-5	95	0.99	103	22	1.1	-1	-22	-2
COc1ccc(CCNS(=O)(=O)c2ccc(C(=O)NCc3ccco3)cc2)cc1OC	4	-8	96	1.6	97	9	1.1	nt	-9	8
CN1C(=O)CSc2ccc(NC(=O)NCc3ccccc3)cc21	-15	2	111	1.5	92	8	1	0.74	-8	14
O=C(Cc1ccccc1)NNS(=O)(=O)c1ccc(F)cc1	7	-4	93	1.2	100	-9	1	-0.16	9	5
Cc1cccc(NC(=S)/N=C(\N)Nc2nc(C)c3ccc(C)cc3n2)c1	-12	-2	111	0.83	86	24	1	nt	-24	18
COc1ccccc1NS(=O)(=O)c1cc(NC(=S)NCCN2CCOCC2)ccc1N1CCOCC1	6	-1	94	1.5	108	5	1	0.03	-5	-4
CC1(C)Cc2c(sc3nc(SCC(=O)NCc4ccco4)n(-c4ccccc4)c(=O)c23)CS1	4	-10	96	1.2	106	-7	1.1	1	8	-3
O=C1c2ccccc2S(=O)(=O)N1CC1CC(c2ccccc2Cl)=NO1 (configuration not stated)	-67	45	161*	4.9*	107	47	0.6	-1.3	-47	-4
CCOC(=O)c1sc(NC(=O)c2c(OC)cccc2OC)nc1C	0	-8	103	0.92	88	-20	1.1	-0.76	20	15
CCCn1c(N)cc(=O)n(CCC)c1=O	12	-9	88	1.3	99	12	1.1	0.68	-12	4
CSc1cccc(NC(=O)C(C)NS(=O)(=O)c2ccc(F)cc2)c1 (configuration not stated)	6	-5	98	0.73	115	-7	1	-0.93	7	-18
CCN=C(Nc1ccc(Cl)cc1)c1cccnc1	-1	-1	101	1.2	89	21	1	nt	-21	16
COc1ccccc1CC(=O)Nc1ccc2nc(C)sc2c1	-12	12	111	1.5	98	18	0.9	nt	-18	2
Cc1ccc(C(NC(=O)N2CCCC2)C(Cl)(Cl)Cl)cc1F (configuration not stated)	9	-8	91	0.93	101	-2	1.1	0.52	2	6
O=C(NC1CCCCCC1)c1ccccc1-c1ccccc1	10	-8	90	1.1	104	-10	1.1	nt	10	-6
Cc1ccc(NCc2nnc(SCC(=O)Nc3cc(C)on3)n2C)cc1	-5	-2	106	1.1	100	10	1	-0.012	-10	1
O=C(NCc1cccnc1)NC1CCCN1S(=O)(=O)c1ccc(Cl)cc1 (configuration not stated)	-4	0	104	0.91	100	-11	1	0.089	11	8
CCOC(=O)c1c(C)[nH]c(C)c1C(=O)COC(=O)C1CCCN1S(=O)(=O)c1ccccc1F (configuration not stated)	0	-4	100	1	97	-2	1	-1.7	2	6
CCOC(=O)Cc1nnc(Nc2cc(C)ccc2C)c2ccccc12	-1	-3	100	0.95	96	-6	1	-0.16	6	11
O=C(NCc1ccccn1)C12CC3CC(CC(C3)C1)C2	-2	-6	100	1.1	94	-7	1.1	-0.0088	7	11
CCOC(=O)c1cnc(SCc2nc(N)nc(Nc3ccccc3OC)n2)nc1N	-6	-1	110	1.1	103	nt	1	2.1	nt	-4
NC(=O)CSc1nnc(Cn2c(=O)sc3ccccc32)n1-c1cccc(Cl)c1	1	-9	99	0.96	101	-1	1.1	0.13	1	4
CCN(CC)CCCN1C(=O)C(=O)/C(=C(/O)c2ccc3c(c2)OCCO3)C1c1ccco1 (configuration not stated)	-1	-5	101	1.1	98	49	1	0.77	-49	3
Cc1ccc(Sc2ccc(C(=O)N(C)C)cc2[N+](=O)[O-])cc1	-2	-3	100	1.4	109	2	1	0.15	-2	-3
c1ccc2c(c1)oc1c(NCCCn3ccnc3)ncnc12	-6	-8	106	1.1	106	-9	1.1	nt	8	-3
CN1CCN(NS(=O)(=O)c2ccc(Cl)s2)CC1	6	-8	94	1.2	104	-3	1.1	-0.63	3	-8
CCOC(=O)N1CCN(C(=O)c2ccc3nc(SCc4ccc(F)cc4)n(C)c3c2)CC1	-2	-3	102	0.65	92	3	1	nt	-3	11
CC(=O)C(C(C)=O)C1(O)C(=O)c2ccccc2C1=O	4	-9	96	0.87	114	24	1.1	0.42	-24	-15

Bioassay records as filed in PubChem.
